Compound activity (PubChem)
BLM helicase inh = inhibitors of human Bloom syndrome helicase BLM; P54132; recombinant BLM DNA unwinding, fluorescence dequenching; Potency, µM (doses to about 56.1 µM), for inactives: at the top dose activity change, negative = inhibition, most hits filed as inhibitors; 350,000 compounds, 0.2% hits;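 further: plate controls were vehicle for no effect and no enzyme for full effect; nearly all actives have a fitted effect of over 35% in size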
POLB inh = DNA polymerase beta (human) inhibition | Potency, µM (titrated, usually from 114 µM), for the others: at the highest dose activity change, negative = inhibition, most hits filed as inhibitors | P06746 | AID 485314 | 340,000 compounds, 1.3% hits | Pol beta primer extension/strand displacement, fluorescence kinetic; further: on the % scale 0 is the no-effect control and ±100 the full control effect
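Pol beta (10 nM) and compounds were preincubated 15 min at room temperature, then 50 nM substrate (final) started primer extension/strand displacement. Reads were taken at 0 and 10 min; concentration-response data were fitted to a four-parameter Hill equation.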
G9a inh = G9a (human) methyltransferase inhibition; 350,000 compounds, 8.8% hits; G9a H3K9 monomethylation, AlphaScreen, 2 h; Q96KQ7; Potency, µM (titrated, usually from 102 µM), for inactives: at the highest dose activity, negative = inhibition, hits mostly inhibitors; further: on the % scale 0 is the no-effect control and ±100 the full control effect; nearly all actives have a fitted effect of over 75% in size
Target sequence (Q96KQ7 913-1193 limits assumed): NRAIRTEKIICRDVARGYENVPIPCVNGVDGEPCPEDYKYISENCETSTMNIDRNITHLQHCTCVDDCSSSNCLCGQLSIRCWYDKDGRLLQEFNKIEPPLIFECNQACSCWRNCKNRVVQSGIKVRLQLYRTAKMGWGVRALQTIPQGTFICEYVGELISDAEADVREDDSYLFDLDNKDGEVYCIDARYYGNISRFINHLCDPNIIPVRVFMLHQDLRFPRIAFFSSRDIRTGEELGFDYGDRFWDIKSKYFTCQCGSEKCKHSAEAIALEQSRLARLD
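Readings reflect AlphaScreen signal from monomethyl-H3K9 antibody detection. HMT at 20 nM; substrate b-H3K9 500 nM; cofactor SAM 20 uM; 2 h RT reaction; compounds tested as titrations in qHTS with 15 min preincubation.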
POLH inh = DNA polymerase eta (human) inhibition | Q9Y253 | recombinant Pol eta, fluorescent DNA replication assay | Potency, µM (doses to about 114 µM), for inactives: at the highest dose activity change, negative = inhibition, hits mostly inhibitors | 390,000 compounds, 1.2% hits | AID 588591; further: on the % scale 0 is the no-effect control and ±100 the full control effect
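Pol eta at 10 nM preincubated with compounds 15 min at room temperature; reaction started with fluorescent substrate (50 nM final) and read kinetically at 0 and 10 min.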
BAZ2B block = BAZ2B (human) inhibition. AlphaScreen BAZ2B-H3K14Ac peptide displacement. Potency, µM (highest dose often 114 µM), for inactives: at the top dose activity change, negative = inhibition, hits mostly inhibitors. 360,000 compounds, 4.4% hits. AID 504333; further: on the % scale 0 is the no-effect control and ±100 the full control effect; nearly all actives have a fitted effect of over 60% in size
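AlphaScreen displacement of biotin-H3(5-23)K14Ac peptide (50 nM final) from BAZ2B (50 nM final) in PBS pH 7.4, 0.01% Tween-20; complex preformed 30 min RT, then compounds (top 110 uM) 30 min RT, beads 20 min dark.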
APEX1 inh = APE1 (human) endonuclease inhibition; P27695; recombinant APE1, TAMRA/BHQ-2 abasic DNA cleavage fluorescence; Potency, µM (series often up to 65.8 µM), for the others: top-dose activity change, negative = inhibition, usual class: inhibitors; 350,000 compounds, 0.35% hits; AID 2517;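 further: plate controls were vehicle for no effect and reference inhibitor for full effect; nearly all actives have a fitted effect of over 55% in size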
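Activity was derived from the fluorescence gain between first and third kinetic reads (60 s intervals, ex 525/em 598 nm) after 50 nM THF-abasic TAMRA/BHQ-2 duplex was added to 0.75 nM APE1 preincubated 15 min with compound.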
JMJD2A Tudor = blocks the human JMJD2A Tudor domain; Potency, µM (doses to about 114 µM), inactives show at the top dose activity change, negative = inhibition, actives largely listed as inhibitors; 390,000 compounds, 4.4% hits; O75164; AlphaScreen JMJD2A-Tudor / H3K4me3 peptide binding; further: on the % scale 0 is the no-effect control and ±100 the full control effect; nearly all actives have a fitted effect of over 50% in size
POLI inh = blocks human DNA polymerase iota activity | Q9UNA4 | Pol iota fluorescent replication assay, 10 min | Potency, µM (titrated, usually from 115 µM), for inactives: top-dose activity, negative = inhibition, usual class: inhibitors | 390,000 compounds, 1% hits | AID 588590
Target sequence (Q9UNA4 whole entry, looked up): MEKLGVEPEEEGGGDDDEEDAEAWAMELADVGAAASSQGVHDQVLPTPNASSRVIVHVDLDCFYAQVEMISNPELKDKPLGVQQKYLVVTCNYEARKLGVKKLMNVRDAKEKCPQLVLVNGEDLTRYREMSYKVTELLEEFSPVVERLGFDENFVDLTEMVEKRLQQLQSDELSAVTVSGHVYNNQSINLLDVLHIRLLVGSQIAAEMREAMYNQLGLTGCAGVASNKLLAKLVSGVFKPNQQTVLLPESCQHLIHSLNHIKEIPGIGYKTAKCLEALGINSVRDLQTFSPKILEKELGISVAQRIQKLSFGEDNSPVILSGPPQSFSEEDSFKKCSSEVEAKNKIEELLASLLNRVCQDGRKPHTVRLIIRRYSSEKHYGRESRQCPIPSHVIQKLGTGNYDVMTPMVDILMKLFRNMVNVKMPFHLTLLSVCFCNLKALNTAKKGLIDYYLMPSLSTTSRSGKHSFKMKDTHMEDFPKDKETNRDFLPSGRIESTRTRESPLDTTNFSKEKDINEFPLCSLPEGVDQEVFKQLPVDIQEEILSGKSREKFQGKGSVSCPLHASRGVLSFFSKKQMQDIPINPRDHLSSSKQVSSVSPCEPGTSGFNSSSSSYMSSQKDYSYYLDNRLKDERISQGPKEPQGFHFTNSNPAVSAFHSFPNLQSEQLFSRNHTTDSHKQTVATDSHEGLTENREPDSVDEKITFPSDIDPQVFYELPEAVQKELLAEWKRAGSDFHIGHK
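Pol iota at 10 nM preincubated 15 min with compounds at room temperature; reaction started with fluorescent substrate, 50 nM final. Fluorescence read kinetically at 0 and 10 min; buffer-only wells as negative control.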
POLK inh = inhibitors of human DNA polymerase kappa | Q9UBT6 | purified Pol kappa, fluorescent DNA synthesis assay, 10 min | Potency, µM (series often up to 107 µM), without a hit: at the highest dose activity, negative = inhibition, most hits filed as inhibitors | 400,000 compounds, 0.53% hits; further: on the % scale 0 is the no-effect control and ±100 the full control effect
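Readout: fluorescence, taken kinetically at 0 and 10 min. Conditions: 10 nM Pol kappa, 15 min RT compound preincubation, 50 nM substrate final. Controls: enzyme-free buffer wells.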
Numbers without * were called inactive; ? = inconclusive; nt = not tested or not shown; & = joins results of further samples; [ ] = dose if it differs, or a comment. The call rests on the fitted dose curve; in most records, active means well fitted curve in the direction sought with a large enough effect; inconclusive means small, poorly fitted or top-dose-only effect, or another doubt; inactive means no such curve, though single readings can be large; an effect the other way counts as inactive or inconclusive. Potency means the concentration at half of the fitted maximal effect. Some of the compounds tested; the hit share may differ from the screen's.

SMILES	BLM helicase inh	POLB inh	G9a inh	POLH inh	BAZ2B block	APEX1 inh	JMJD2A Tudor	POLI inh	POLK inh
Cc1c(C(=O)NCc2ccccc2)sc2nc3n(c(=O)c12)CCC3	-19%	-31%	?	-14%	-38%	nt	-28%	0%	-11%
COC(=O)c1cc(C(=O)Nc2cc(C)on2)cc([N+](=O)[O-])c1	-7%	5%	2%	-19%	-1%	5%	4%	96%[activator]	-6%
COc1ccc(C)cc1NC(=O)C1CCN(S(C)(=O)=O)CC1	-7%	-2%	?	-3%	4%	3%	3%	-13%	7%
COc1ccc2c(C)cc(SCC(=O)Nc3nsc(-c4ccc(C)cc4)n3)nc2c1	0%	5%	2%	-9%	-3%	?	-22%	-23%	12%
CCc1ccc(CN(C)CC(O)COc2cccc3ccccc23)cc1 (stereo not given)	2%	-5%	22µM*	-31%	-29%	-14%	2.5µM*	45%[activator]	-6%
Cc1ccc(OCCC(=O)OC(C)C(=O)Nc2ccc(Cl)cn2)cc1 (stereo not given)	nt	nt	32%	-18%	18%	-8%	23%	10%	-8%
O=c1cc(-c2ccccc2)[nH]n1-c1ccccc1	nt	nt	nt	-14%	nt	nt	?	?	6%
COc1ccc(Nc2cc3n(c(=O)n2)CCc2cc(OC)c(OC)cc2-3)c(C)c1	-11%	3%	-11%	2%	0%	-11%	-23%	5%	-2%
CCOc1ccc(/C=N/n2cc(-c3ccccc3)[nH]c2=S)cc1	-4%	-2%	?	-21%	-19%	-4%	-28%	170%[activator]	-7%
CCOc1ccc(NC(=O)c2cccc(OC(=S)N3CCOCC3)c2)cc1	-3%	2%	nt	-17%	7%	15%	-2%[11.4 µM]	13%	-1%
NC(=O)c1ccc(SCC(=O)OCC(=O)N2CCN(C(=O)c3ccco3)CC2)c([N+](=O)[O-])c1	nt	nt	56µM*	?	-9%	-43%	-18%	?	-25%
O=C(NC1CCCCC1)c1cccnc1Sc1ccccc1Cl	-3%	1%	-10%[59 µM]	-14%	0%	38%[12.4 µM]	2%	-9%	-4%
O=C(Nc1cccnc1)Nc1ccccn1	1%	-4%	15%[12.7 µM]	12%	-6%	0%	-16%	16%	-9%
Cc1c(C(=O)O)sc2nc(CSc3ncc(C(F)(F)F)cc3Cl)[nH]c(=O)c12	-10%	40µM*	8%[59 µM]	32µM*	50µM*	-3%	50µM*	?	-19%
O=C(CSc1nc2ncc(Cl)cc2[nH]1)N(Cc1ccccc1)C1CCS(=O)(=O)C1 (stereo not given)	-3%	2%	-3%	-11%	-3%	-7%	-14%	12%	8%

3 compounds already listed, sorted by their value in POLI inh, smallest number first.
| canonical_smiles | BLM helicase inh | POLB inh | G9a inh | POLH inh | BAZ2B block | APEX1 inh | JMJD2A Tudor | POLI inh | POLK inh |
| --- | --- | --- | --- | --- | --- | --- | --- | --- | --- |
| COc1ccc2c(C)cc(SCC(=O)Nc3nsc(-c4ccc(C)cc4)n3)nc2c1 | 0% | 5% | 2% | -9% | -3% | ? | -22% | -23% | 12% |
| COc1ccc(Nc2cc3n(c(=O)n2)CCc2cc(OC)c(OC)cc2-3)c(C)c1 | -11% | 3% | -11% | 2% | 0% | -11% | -23% | 5% | -2% |
| O=C(Nc1cccnc1)Nc1ccccn1 | 1% | -4% | 15%[12.7 µM] | 12% | -6% | 0% | -16% | 16% | -9% |

New compounds follow
SMILES	BLM helicase inh	POLB inh	G9a inh	POLH inh	BAZ2B block	APEX1 inh	JMJD2A Tudor	POLI inh	POLK inh
Cc1ccc2c(c1)cc(C(=O)Nc1ccccc1C)n2C	-2%	-7%	5%[59 µM]	nt	-1%	nt	-18%	21%	2%
CC1c2[nH]c3ccccc3c2C[C@H]2C(=O)N(CCO)CC(=O)N12 (stereo not given in full)	-2%	9%	23%	-8%	-10%	29%	0%	32%[activator]	-7%[60.1 µM]
CCOC(=O)CSc1nc2ccccc2c(=O)n1CCc1ccc(OC)c(OC)c1	0%	?	2%[59 µM]	7%	-19%	nt	-17%	-3%	-12%[60.1 µM]
COc1ccc([N+](=O)[O-])cc1NC(c1nnc(-c2ccccc2)o1)c1ccccc1F (stereo not given)	-8%	-8%	-9%[59 µM]	-13%	-26%	nt	-25%	9%	0%
CC(C)S(=O)(=O)c1oc(-c2ccc(F)cc2)nc1S(=O)(=O)c1ccc(F)cc1	-6%	?	-39%[59 µM]	-22%	-10%	nt	-11%	8%	0%
Cc1ccc(NC(=O)CSc2nnc(N)s2)cc1S(=O)(=O)N1CCOCC1	nt	nt	50µM*	-3%	-7%	13%	-16%	-7%	0%
Cc1cccnc1CN1CCN(C(=O)c2cc(COc3ccc4ncccc4c3)on2)CC1	4%	22%	8%	-18%	-19%	-2%	-36%	69%[activator]	-3%
O=C(COC(=O)c1n[nH]c2ccccc12)Nc1cccc(S(=O)(=O)N2CCOCC2)c1	1%	2%	-3%[59 µM]	-12%	-28%	-2%	-22%	81%[activator]	-1%
CCc1cc(=O)oc2cc(C)cc(OC(C)C(=O)NCCCn3ccnc3)c12 (stereo not given)	3%	47%	-10%	-25%	-9%	24%	-28%	52%[activator]	-8%
[O-][n+]1c(/C=C/c2ccccc2)ccc2ccccc21	-4%	2%	8%	-15%	?	-8%	-26%	-8%	4%
Cc1ccc(NC(=O)c2c(C(=O)Nc3ccccc3)sc3nc(C)cc(=O)n23)c(C)c1	-2%	1%	?	-14%	-6%	nt	-23%	7%	0%
CCNc1oc(/C=C/c2ccc(OCC)cc2)nc1C#N	-3%	-1%	nt	1%	-12%	1%	-15%	18%	-19%
CC(C)(C)OC(=O)CNC(=O)c1nc[nH]c1C(=O)N1CCN(c2ccccc2)CC1	-1%	2%	-8%	-17%	-37%	57%[activator]	-14%	25%	4%
COc1ccc(-n2cc3c(c2-c2cccc(Br)c2)c(=O)n(C)c(=O)n3C)cc1OC	-1%	3%	-31%[59 µM]	nt	2%	nt	-6%	-12%	0%
O=C(COC(=O)c1ccc(S(=O)(=O)N2CCCCCC2)cc1)NCc1ccc(F)cc1	nt	nt	-26%	4%	11%	11%	-14%	27%	-6%
O=C(Cn1nc(C(F)F)cc1C1CC1)NCCC1=CCCCC1	-3%	4%	2%[12.7 µM]	6%	5%	0%	2%	-5%	-11%
CN(C(=O)c1cccc(S(=O)(=O)N2CCCCC2)c1)C1CCS(=O)(=O)C1 (stereo not given)	nt	nt	5%	5%	9%	-3%	-3%	15%	-6%
COc1ccc(C)cc1N(CC(=O)N1CCCCCC1)S(C)(=O)=O	2%	12%	-9%[0.501 µM]	-5%	-5%	16%	-20%	151%[activator]	-1%
O=C1c2ccccc2CCC12N=NCC2c1ccc(Br)cc1 (stereo not given)	-10%	-1%	41%[activator]	-3%	19%	0%	72%[activator]	16%	-18%
COc1ccc(N(C(=O)Cc2cccs2)C2C=CS(=O)(=O)C2)cc1 (stereo not given)	-18%	16µM*	6%	?	?	6%	-25%	?	-32%
C/C(=N\Nc1ncnc2sc(C)c(C)c12)c1ccccn1	-9%	-23%	25µM*	-16%	7.1µM*	51%[activator]	32µM*	51%[activator]	-4%
CCCNC(=O)C1=CC(c2ccc3c(c2)OCO3)=NS(=O)(=O)N1C	-5%	24%	-6%[59 µM]	-13%	-3%	nt	-11%	21%	-9%
Clc1cccc(OCCN2CCNCC2)c1	3%	1%	14µM*	-7%	-33%	3%	18µM*	15%	-1%
O=C1CCN(S(=O)(=O)c2ccc(Br)cc2)CCN1	-7%	-4%	39%[activator]	-14%	-1%	13%	-5%	150%[activator]	3%
COc1ccccc1CNC(=O)C1CCCN(S(=O)(=O)c2cccs2)C1 (stereo not given)	2%	50%	-1%	2%	7%	5%	-17%	29%	-6%
Cc1cc(C)n(CC(O)COCc2ccco2)n1 (stereo not given)	0%	3%	21%[59 µM]	-7%	-4%	1%	2%	-4%	3%
CCOC(=O)c1ccc(NC2c3ccccc3C(=O)N2c2ccccn2)cc1 (stereo not given)	-4%	15%	50µM*	-12%	-1%	-8%	-18%	-2%	-7%
CCOC(=O)C(=Cc1cn(C)c2ccc(S(=O)(=O)N(C)C)cc12)C(=O)OCC	-5%	24%	nt	-4%	6%	8%	-3%	-25%	-2%
O=S(=O)(Nc1cccc2cccnc12)c1ccccc1	-3%&-2%	1%	42%	-11%	?	12%&1%	-15%&-19%	34%&28%[activator]	-2%&-1%
COc1ccc(C(C)=O)cc1COC(=O)c1ccc(OCc2c(C)noc2C)cc1	-12%	18%	?	?	3%	19%	-9%	11%	-17%
COc1cccc(-c2coc3c(C)c4oc(=O)c(CCC(=O)O)c(C)c4cc23)c1	-3%&-6%	?	-15%	50µM*	-33%	-9%&26%	-36%	?	-38%
Cc1noc(-c2ccccc2OCC(=O)Nc2cccc([N+](=O)[O-])c2)n1	-4%	-15%	?	-5%	?	nt	50µM*	4%	4%
CCCCCOC(=O)NCC(O)c1ccccc1 (stereo not given)	0%	7%	8%[59 µM]	-10%	-18%	-2%	-5%	10%	-11%
COc1ccc(-n2c(=O)c(C)nc3cnc(Nc4cccc(OC)c4)nc32)cc1	0%	nt	14%[12.7 µM]	nt	nt	2%	nt	nt	-6%[60.1 µM]
Cc1cccc(CSc2nnc([C@@H]3CCCN3)o2)c1	-3%	-20%	nt	-13%	17%	-2%	-3%	50%[activator]	1%
CN(C)c1ccc(C(=O)OCC(=O)NCCCc2ccccc2)cc1	-4%	16%	-7%[2.33 µM]	10%	-2%	17%	-13%	-23%	-5%[60.1 µM]
O=C1Nc2ccccc2C1Cc1ccc(OC(F)(F)F)cc1 (stereo not given)	-6%	4%	1%	-12%	3%	-12%	-11%	-5%	-1%
COc1cccc(CNC(=O)C(CC(C)C)NS(=O)(=O)c2ccc3c(c2)oc(=O)n3C)c1 (stereo not given)	-1%	-8%	-4%[59 µM]	-5%	-7%	nt	-16%	?	-13%
COc1ccc2oc(C(=O)Nc3nnc(C)s3)c(C)c2c1	nt	nt	9%[12.7 µM]	-9%	-2%	45%	-4%	-5%	-15%
Cc1ccccc1CC1(CO)CCCN(C(=O)c2ccccc2N(C)C)C1 (stereo not given)	0%	?	?	-16%	-20%	7%	-1%	67%[activator]	6%
